HGIII-sPLA2 inh: Inhibits HGIII-sPLA2 liposome hydrolysis, primary screen; QFRET BODIPY PC-A2 liposome hydrolysis, fluorescence; inhibition, % at 12.2 µM; hit rate 0.56% among 370,000; AID 743126;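 active means inhibition above mean plus 3 SD of compounds lying within the high and low control bounds, cut at about 19% in these data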;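 further: 0% = median of test compound wells and 100% = no enzyme DMSO wells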
SMARCA2 act: increases SMARCA2 function in MMTV reporter cells; MG213 cells, MMTV-luciferase reporter, dexamethasone, overnight; AID 652017; activation, % at 9.1 µM; hit rate 1% among 370,000; in the data active means activation above about 7.8%;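 further: 0% = vehicle wells and 100% = reference activator wells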
DAX1 inh-1: blocks DAX1 repression of SF-1 activated StAR promoter; hit rate 1.1% among 370,000; HEK293T StAR-luciferase reporter, SF-1/DAX-1 repression relief; inhibition, % at 6.8 µM; AID 652010;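 active means inhibition above the mean over all tested compounds plus 3 SD, cut at about 3.6% in these data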;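 further: 0% = DAX-1 cells with DMSO and 100% = cells lacking DAX-1 with DMSO; higher inhibition means more luminescence from relief of DAX-1 repression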
NPR2 activator: GC-B (human) receptor activation. P20594. HEK293-GC-B cells, CNP EC30, cGMP TR-FRET; 0% at EC30 CNP, 100% saturating CNP. activation, % at 10 µM. hit rate 0.11% among 370,000. AID 1920062;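 active means activation at 10 µM reaching about 35% in either raw or pattern-adjusted values, limit read from the data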
Target sequence (P20594 whole entry, looked up): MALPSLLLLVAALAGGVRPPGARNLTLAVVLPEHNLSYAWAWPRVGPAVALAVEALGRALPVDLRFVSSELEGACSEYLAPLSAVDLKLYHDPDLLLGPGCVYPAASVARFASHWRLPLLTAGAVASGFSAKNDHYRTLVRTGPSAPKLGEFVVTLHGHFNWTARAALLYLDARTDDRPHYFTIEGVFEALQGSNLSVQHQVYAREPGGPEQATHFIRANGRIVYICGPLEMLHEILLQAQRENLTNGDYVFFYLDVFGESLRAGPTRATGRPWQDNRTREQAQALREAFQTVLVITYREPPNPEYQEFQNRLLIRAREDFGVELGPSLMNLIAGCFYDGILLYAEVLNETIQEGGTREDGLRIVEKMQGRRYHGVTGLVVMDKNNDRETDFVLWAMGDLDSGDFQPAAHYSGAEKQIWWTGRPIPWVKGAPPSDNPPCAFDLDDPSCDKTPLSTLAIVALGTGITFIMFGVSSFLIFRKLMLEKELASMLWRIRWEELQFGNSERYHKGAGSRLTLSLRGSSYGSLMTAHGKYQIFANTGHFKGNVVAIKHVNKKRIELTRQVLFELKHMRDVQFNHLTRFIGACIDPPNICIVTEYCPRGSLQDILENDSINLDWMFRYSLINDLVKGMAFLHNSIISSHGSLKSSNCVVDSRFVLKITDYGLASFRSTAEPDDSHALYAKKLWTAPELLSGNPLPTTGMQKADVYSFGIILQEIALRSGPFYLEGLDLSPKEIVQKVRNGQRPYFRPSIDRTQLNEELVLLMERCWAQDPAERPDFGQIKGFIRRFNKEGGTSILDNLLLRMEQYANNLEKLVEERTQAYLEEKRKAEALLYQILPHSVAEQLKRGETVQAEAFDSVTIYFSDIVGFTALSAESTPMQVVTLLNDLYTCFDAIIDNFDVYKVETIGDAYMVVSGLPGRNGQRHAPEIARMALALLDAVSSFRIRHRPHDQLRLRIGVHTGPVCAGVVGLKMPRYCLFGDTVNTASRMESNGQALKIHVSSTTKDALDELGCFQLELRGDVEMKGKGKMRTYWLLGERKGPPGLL
GC-A act: GC-A (human) enzyme activation; P16066; HEK293 GC-A cells, cGMP TR-FRET, EC30 ANP; 0% at EC30 ANP, 100% saturating ANP; activation, % at 10 µM; hit rate 0.14% among 370,000; in the data active means activation above about 40%
ssDAF-12 act: S. stercoralis DAF-12 activation, primary screen | hit rate 1% among 370,000 | activation, % at 6.8 µM | AID 652126 | HEK293 ssDAF-12/GRIP1 lit1-tk-luc reporter, luminescence; % of 3 µM dafachronic acid response;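 active means activation above the mean over all tested compounds plus 3 SD, cut at about 0.9% in these data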;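 further: 0% = DMSO-only wells and 100% = 3 µM delta7-dafachronic acid wells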
hgDAF12 agonist: hgDAF-12 agonism, primary luciferase screen. HEK293 GAL4-hgDAF12 UAS-luciferase reporter, agonist luminescence; normalized to butyrate control. activation, % at 6.8 µM. hit rate 1.8% among 370,000. AID 687014;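 active means activation above a cutoff set at the mean of all screened compounds plus 3 SD, cut at about 10% in these data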;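 further: 0% = DMSO wells and 100% = sodium butyrate wells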
DAX1 inh-2: inhibits human nuclear receptor DAX1; P51843; HEK293 Gal4-DAX1 luciferase reporter, luminescence; inhibition, % at 6.75 µM; hit rate 0.99% among 340,000; AID 504766;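 active means inhibition above the mean over all tested compounds plus 3 SD, cut at about 4.2% in these data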;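 further: 0% = DAX1-transfected cells with DMSO and 100% = empty-vector control cells with DMSO; inhibition shows as a rise in luminescence from relieved DAX1 repression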
KLK7 zymogen act: activators of human kallikrein-7 zymogen; P49862; purified proKLK7, EDANS-DABCYL substrate fluorescence; 100% is mature enzyme control, 0% vehicle; activation, % at 7 µM; hit rate 0.9% among 370,000; AID 652039;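 active means activation above the mean of all tested compounds plus 3 SD, computed per campaign excluding outliers beyond control limits, cut at about 13% in these data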
FXN GAA850 act: activators of GAA850 frataxin (FXN) promoter. HEK293 lucGAA850 FXN promoter luciferase reporter, 24 h; percent of 10 µM SAHA response. activation, % at 6 µM. hit rate 0.56% among 360,000. AID 540364;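 active means activation above the average of all compounds screened plus 3 SD, cutoff fixed separately per campaign, cut at about 7.5% in these data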;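 further: 0% = DMSO wells and 100% = 10 µM SAHA wells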
hcDAF12 agonist: activates DAF-12 receptor from parasite H. contortus; activation, % at 6.8 µM; HEK293 hcDAF-12 lit1-tk-luc reporter, luminescence; 0% DMSO, 100% Δ7-dafachronic acid; hit rate 1.4% among 370,000;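 active means activation above the mean of all tested compounds plus 3 SD, cut at about 5.5% in these data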;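 further: 100% = response to 3 µM Δ7-dafachronic acid high control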
Numbers without * were called inactive; . = no result given.

Every second line gives: HGIII-sPLA2 inh, SMARCA2 act, DAX1 inh-1, NPR2 activator, GC-A act, ssDAF-12 act, hgDAF12 agonist, DAX1 inh-2, KLK7 zymogen act, FXN GAA850 act, hcDAF12 agonist
- O=C(CSC1CC(=O)N(CCc2ccccc2)C1=O)Nc1ccc(Cl)cc1 (stereo not given)
 : -75, -2, 0.1, -1, -4, -0.5, 3.2, -1.2, 0.2, 2.3, -0.5
- COc1ccc(N2CCN(C(=O)c3cccc(N4C(=O)C5CC=CC(C)C5C4=O)c3)CC2)cc1 (stereo not given)
 : -14, 4, -0.7, -1, 2, -1.5, 1.8, -0.3, 0.0, 0.1, -0.7
- COc1ccc(/C=N/Nc2nc(-c3ccc(C)cc3)c(NC(C)=O)s2)cc1
 : 2, 2, 0.4, -1, 2, -0.9, 3.3, 0.9, -0.8, 0.4, 2.1
- Nc1nc2cc(Cl)c(Br)cc2o1
 : -1, 3, 0.4, -4, 0, -1.0, 0.0, 2.8, -0.2, 1.2, 0.4
- Cc1ccc(C(=O)C(OC(=O)CNS(=O)(=O)c2ccccc2)c2ccccc2)cc1 (stereo not given)
 : -17, 2, -0.9, -15, -15, -1.8, 1.9, 1.1, 0.2, 0.3, -1.5
- O=C(CSc1nc2ccc(Cl)cc2o1)NCc1ccc2c(c1)OCO2
 : -27, -2, -0.7, -1, 4, -1.0, -0.2, 0.6, -0.1, 1.0, -0.5
- COc1cccc(C(=O)O[C@@H]2[C@H](Cc3ccccc3)NS(=O)(=O)[C@H]3C[C@@H]4C=C[C@]23O4)c1
 : -11, -1, -0.1, -1, 1, -1.2, -2.6, -0.7, 0.5, 1.3, -1.3
- C/C(=N\NC(=O)c1cccc(S(=O)(=O)N2CCOCC2)c1)c1ccc(OCC(=O)N(C)C)cc1
 : 0, -1, 1.0, 4, 0, -0.6, 3.1, -0.6, -0.2, 1.0, -0.1
- O=C(NN1C(=O)C2C(C1=O)C1C=CC2C12CC2)c1cccc(Cl)c1 (stereo not given)
 : 3, -4, 0.0, 1, 2, -1.2, -1.7, 5.0*, -0.6, -0.3, -1.2
- Cc1ccc2nc(SCC(=O)N3CCN(c4ccccc4)CC3)nc(=O)n2c1
 : 2, -2, -1.1, 4, -1, -0.6, 4.6, -0.1, -0.1, 1.6, -0.2
- Cc1ccc(S(=O)(=O)NNC(=O)c2ccc3ccccc3n2)cc1
 : -41, -3, -0.1, 1, 2, -0.5, -0.9, 3.2, 0.1, 1.3, 3.0
- COCc1cc(Sc2ccc(Cl)cc2Cl)nc(-c2ccccc2)n1
 : 3, 1, 0.4, 2, -9, -1.3, -1.1, -0.7, 0.2, 1.9, -2.3
- COc1ccccc1C1CC(c2ccccc2)=NN1C(=O)c1ccccc1 (stereo not given)
 : -1, -1, -0.4, -11, -14, -0.1, 1.6, 1.5, -0.3, -8.8, 4.8
- CCn1cc(C(=O)NCCCOC(C)C)c2cc(OC)c(OC)cc2c1=O
 : 3, -2, -0.2, 3, -1, -0.6, -1.2, -1.3, 0.0, 0.7, -0.3
- Cc1c(CCC(=O)N2CCC(C(=O)NCCCCCC(=O)O)CC2)c(=O)oc2cc3oc4c(c3cc12)CCCC4
 : -2, -4, -0.4, 4, -1, -1.6, -6.0, -0.2, -9.7, -2.6, -1.8
- C=CC[n+]1cccc(-c2cc3ccc(C)cc3[nH]2)c1
 : 2, -2, -0.1, 0, 0, -0.5, 1.1, 3.6, -0.9, 0.9, -1.1
- O=C(CCc1c[nH]c2ccccc12)N1CCCCCCC1
 : -18, 0, 1.7, 4, -1, -1.3, 1.0, -0.2, -0.5, 1.8, -2.7
- C=CCn1ccc(O)c(Cc2ccc(Cl)cc2)c1=O
 : 5, -1, -0.2, 0, 0, -1.1, -0.3, -0.4, -0.4, -0.1, -2.0
- Cn1c(=S)n(CCC(=O)O)c2ccccc21
 : 0, 3, 0.2, 3, 3, -0.9, -0.9, -0.8, -0.3, 0.0, -1.4
- Cc1cnc(NC(=O)CCN2C(=O)C3CCCCC3C2=O)s1 (stereo not given)
 : -4, 0, 0.3, 1, 0, -1.3, 1.6, 6.7*, -0.2, -0.1, -0.8
- Cc1ccc(NC(=O)NC(=O)COc2ccc(Cl)cc2Cl)c(C)c1
 : -4, 0, 0.1, 4, 0, -1.1, -1.3, -0.8, 0.5, -3.2, -0.4
- CC(C)(C)c1csc(NC(=O)CCc2ccccc2)n1
 : -2, 1, -0.9, 2, -1, -0.7, 0.7, -1.4, -0.4, 2.1, -1.3
- Cc1ccc(CS(=O)(=O)Cc2ccc(C(=O)NCCCN3CCOCC3)o2)cc1
 : 9, -2, -1.0, 1, 0, -1.7, 1.6, -0.3, -0.3, -1.3, -2.2
- CN1CCN(C(=O)c2ccc3c(c2)NC(=O)C(C)(C)O3)CC1
 : -2, -1, -0.2, 5, -1, -0.5, -1.2, -0.4, -0.7, -1.4, -1.2
- COc1ccc(C(=O)/C=C(\Nc2ccc(Br)c(C)c2)c2ccc(OC)cc2OC)c(OC)c1
 : 1, 2, 0.8, -2, -3, -0.6, 7.0, ., 0.2, ., 2.0
- CC(Oc1ccc(C(=O)NCCc2ccccc2)cc1)C(=O)O (stereo not given)
 : 2, -2, 0.5, 2, 1, -1.1, -2.9, 1.5, -0.3, 0.7, 0.1
- CCc1ccc(-n2c(=O)c3ccccc3n3c(=S)[nH]nc23)cc1
 : 7, -2, -0.1, 0, 0, -0.9, -2.6, 0.1, 0.2, 0.6, 3.1
- Cc1ccc2c(c1)c1nc3ccccc3nc1n2CCN1CCOCC1
 : -2, -1, -0.5, 4, 6, -0.2, 6.7, 0.7, 1.0, 7.0, 4.1
- O=C(O)CCc1ccc(NCc2cccc(Oc3ccccc3)c2)cc1
 : -12, 0, -0.2, 7, 3, -1.4, 0.1, 0.8, -0.5, 2.1, -0.4
- Cc1cc(C)c([N+](=O)[O-])cc1-c1ccc(/C=N/c2c(-c3ccco3)nc3ccccn23)o1
 : 2, -2, -0.9, -3, 3, -0.1, 5.5, -0.5, -8.8, 1.5, 0.2
- O=C(Cn1cnc2c(cnn2-c2ccc(Cl)cc2)c1=O)NCC1CCCO1 (stereo not given)
 : 0, 2, 0.0, -1, 16, -0.9, 0.2, 0.9, -0.3, -1.3, -0.9
- CC(=O)Nc1ccccc1-c1cccc2nccn12
 : 19, -5, -1.3, 2, 4, -0.9, 1.3, ., 8.4, 0.7, -1.5
- O=C(NCCc1cccc(Cl)c1)c1cccs1
 : -3, 4, 4.5*, -1, 2, -1.5, 11*, 0.1, 0.0, 2.7, 3.5
- CC[C@]12c3[nH]c4cc(-c5ccco5)ccc4c3CCN1C(=O)[C@@H](CC(=O)NCc1ccc(OC)c(OC)c1)C[C@@H]2C(=O)N1CCN(C(=O)C2CC2)CC1
 : -11, 0, -0.3, 4, 1, -0.7, -0.9, -0.7, 122*, -2.8, -1.2
- COc1ccc(CNC(=O)Nc2nc(C(N)CCc3ccccc3)cs2)cc1 (stereo not given)
 : 5, -3, 0.2, -1, -4, -1.7, 0.6, ., 0.5, -3.6, -1.8
- CC1(C)O[C@@H]2[C@H](O1)[C@@H](O)C[C@H]2n1cnc2c(Cl)ncnc21
 : -42, 0, 1.4, 1, 6, -1.1, 2.6, ., -0.3, ., -1.5
- CCOc1ccc(-n2c(C)nc(O)c2N=Nc2ccccc2)cc1
 : 4, 2, -0.2, -7, -8, -0.3, -2.3, -0.2, -0.4, 0.5, 0.5
- CSc1nc(C)c2c(c1C#N)CCCC2
 : 1, 2, 0.2, 6, -2, -1.1, -0.7, 1.3, 0.1, 0.5, -1.7
- Cc1ccc(O)c(C(=O)c2cnn(-c3ccccc3)c2)c1
 : 0, 3, 0.4, 1, 6, -0.5, 7.5, 1.3, 0.1, -0.5, 1.1
- CNC(=O)c1[nH]cnc1C(=O)Nc1ccc(C)cc1
 : 8, 4, 0.5, -6, -1, -0.9, 1.3, 0.7, -0.4, 4.7, 1.1
- O=C(c1ccc(Cl)c(S(=O)(=O)N2CCCC2)c1)N1CCOCC1
 : 2, 1, 1.0, 0, 2, -0.5, -0.2, -0.6, -0.5, 0.7, 0.5
- Cn1ccnc1C(=O)c1cccc(Br)c1
 : 3, 2, 0.1, 2, 2, -0.9, 3.0, -0.4, -0.8, 1.9, -1.3
- CC(NC(=O)C12CC3CC(CC(C3)C1)C2)c1ccc(F)cc1 (stereo not given)
 : -3, -1, 0.5, -1, 1, -1.4, 3.6, 0.5, -0.3, 3.4, -0.4
- Nn1c(SCC(=O)N2CCCC2)nnc1C1CCCCC1
 : -6, 0, 0.7, 4, 3, -1.0, 2.5, 1.0, 0.1, -0.1, -0.9
- COC(=O)c1cccc(CN2C(=O)C(C)Sc3ccc(C(C)=O)cc32)c1 (stereo not given)
 : 7, 1, 1.7, -14, -15, -1.1, 5.8, ., 0.3, 2.4, -2.0
- COC(=O)[C@@H](C)NC(=O)c1ccc2oc(CCc3ccccc3)nc2c1
 : -5, 3, 0.5, 4, 1, -0.2, 11*, 2.7, 0.4, 3.0, 4.1
- CCC1C(c2ccccc2)N(C)C(c2ccccc2)CC1(O)c1ccccc1 (stereo not given)
 : -13, -1, -0.6, 1, -2, -0.5, 3.5, 0.5, -1.3, 2.4, 0.6
- CC(C)c1nnc(NC(=O)CC23CC4CC(CC(C4)C2)C3)s1
 : -1, -3, -0.4, 8, 4, -0.9, -4.2, 0.7, 0.1, 0.1, 2.4
- Cc1ccc(-c2n[nH]c(=S)c3ccccc23)cc1
 : 10, -5, -1.3, -1, -6, -2.2, -1.5, -1.2, -0.2, 0.5, -1.7
- NNC(=O)CN1C(=O)Nc2ccc(Br)cc2C1c1ccccc1 (stereo not given)
 : -12, -2, -0.5, -9, -25, -0.8, 2.7, 0.0, 0.2, -2.5, -1.4
- CCCc1nc(NCCO)c(C#N)c2c1CCCC2
 : 10, 0, 0.5, 1, 2, -1.6, -2.9, ., 0.6, 0.2, -2.8
- COC(=O)c1ccc(N2CCOCC2)c(NC(=O)c2cc3ccccc3o2)c1
 : -2, -1, 2.1, -3, -3, -0.4, 2.9, 0.4, -0.3, 3.0, -1.1
- O=C(CSc1ccc(-c2ccc(Cl)cc2)nn1)NC1CCCC1
 : -6, 0, 1.2, -8, 5, -1.1, -0.1, 0.9, -0.1, 0.3, 1.0
- Cc1cc(C(=O)Nc2ccc3nc(C)sc3c2)c2ccccc2n1
 : 1, -3, -0.3, 2, 9, 0.4, -4.8, -0.7, 0.1, 3.0, 1.0
- CN(C)c1ccc(N=Cc2nc(-c3ccccc3)oc2O)cc1
 : 10, 2, 0.3, -1, -1, -1.1, 2.5, -0.2, 0.3, 2.8, 0.0
- Cc1[nH]c(C)c(S(=O)(=O)Nc2ccccc2Cl)c1C(=O)N1CCCC1
 : -2, 0, -0.2, -2, 3, -0.3, -1.2, 0.7, 0.5, -0.3, -1.1
- Cc1cccc(NC(=O)CSc2ncnc3nc[nH]c23)c1C
 : 0, -2, 0.6, ., ., -1.2, -0.2, -0.5, 0.0, -0.1, 1.8
- CCN1C(=O)[C@H]2[C@@H](c3ccc(Cl)cc3)N3C(=O)CN(CC4CC4)C(=O)[C@@]3(Cc3ccccc3)[C@H]2C1=O
 : 10, 6, -0.3, 7, 2, -1.4, -1.0, 0.2, 0.1, -1.2, 0.7

Screening data as filed in PubChem.

Outcome played no part in choosing rows. Share with any hit: about 6.7%.
